# Assay outcomes from PubChem.
# GAA850 FXN act = frataxin GAA850 promoter activation | HEK293 lucGAA850 FXN promoter luciferase reporter, 24 h; percent of 10 µM SAHA response | activation, % at 6 µM | 0.56% of 360,000 active;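 active = activation above the average of all compounds screened plus 3 SD, cutoff fixed separately per campaign, cut at about 7.5% in these data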;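 note: 0% = DMSO wells and 100% = 10 µM SAHA wells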
# DAX1 inh-1 = NR0B1 (DAX1) inhibition | P51843 | HEK293 Gal4-DAX1 luciferase reporter, luminescence | inhibition, % at 6.75 µM | 0.99% of 340,000 active | AID 504766;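 active = inhibition above the mean over all tested compounds plus 3 SD, cut at about 4.2% in these data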;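 note: 0% = DAX1-transfected cells with DMSO and 100% = empty-vector control cells with DMSO; inhibition shows as a rise in luminescence from relieved DAX1 repression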
# GC-A act = GC-A (human) enzyme activation; activation, % at 10 µM; HEK293 GC-A cells, cGMP TR-FRET, EC30 ANP; 0% at EC30 ANP, 100% saturating ANP; 0.14% of 370,000 active; P16066; in the data active = activation above about 40%
# Target sequence (P16066 whole entry, looked up): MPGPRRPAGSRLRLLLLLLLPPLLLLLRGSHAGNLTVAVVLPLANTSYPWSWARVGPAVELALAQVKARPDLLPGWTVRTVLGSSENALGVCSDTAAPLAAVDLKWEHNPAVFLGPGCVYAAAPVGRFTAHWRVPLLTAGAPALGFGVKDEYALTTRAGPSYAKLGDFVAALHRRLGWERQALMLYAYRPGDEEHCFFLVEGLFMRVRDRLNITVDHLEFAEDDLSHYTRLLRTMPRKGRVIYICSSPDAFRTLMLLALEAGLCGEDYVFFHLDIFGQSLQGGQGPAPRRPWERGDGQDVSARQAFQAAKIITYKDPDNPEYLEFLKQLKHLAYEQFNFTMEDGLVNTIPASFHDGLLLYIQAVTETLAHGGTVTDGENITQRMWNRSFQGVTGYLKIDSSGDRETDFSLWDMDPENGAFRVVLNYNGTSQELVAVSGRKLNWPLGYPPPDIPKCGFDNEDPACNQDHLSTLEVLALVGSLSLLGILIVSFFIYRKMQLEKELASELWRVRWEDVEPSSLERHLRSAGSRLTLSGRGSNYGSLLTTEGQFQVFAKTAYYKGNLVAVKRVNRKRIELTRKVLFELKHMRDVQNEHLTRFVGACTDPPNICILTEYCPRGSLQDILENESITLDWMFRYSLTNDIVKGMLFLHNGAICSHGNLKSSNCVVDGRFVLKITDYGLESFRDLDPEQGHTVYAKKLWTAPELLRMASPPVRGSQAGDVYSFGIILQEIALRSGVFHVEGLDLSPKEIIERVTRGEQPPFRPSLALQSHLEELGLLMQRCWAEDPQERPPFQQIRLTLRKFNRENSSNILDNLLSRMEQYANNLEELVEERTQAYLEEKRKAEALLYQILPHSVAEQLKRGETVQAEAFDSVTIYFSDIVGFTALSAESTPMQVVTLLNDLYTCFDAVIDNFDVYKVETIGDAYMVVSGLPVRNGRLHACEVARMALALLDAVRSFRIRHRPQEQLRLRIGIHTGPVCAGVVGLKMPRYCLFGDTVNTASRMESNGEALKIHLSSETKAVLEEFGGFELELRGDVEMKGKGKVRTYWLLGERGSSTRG
# PG9 Ab binder = binds the HIV-1 gp120 antibody PG9 | TR-FRET gp120-PG9 antibody binding | 0.43% of 360,000 active | AID 624416 | inhibition, % at 6.7 µM; in the data active = inhibition above about 8.5%
# ADAM10 inh = inhibits human ADAM10 | AID 720582 | recombinant ADAM10, EDANS/DABCYL FRET peptide cleavage, 3 h | 0.62% of 370,000 active | inhibition, % at 7 µM | O14672;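 active = inhibition above a per-campaign cutoff equal to the mean of compounds falling between control-based bounds plus 3 SD, cut at about 20% in these data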;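 note: 0% = DMSO wells while the 100% control is not disclosed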
# hgDAF-12 ag = agonists of H. glycines DAF-12 nuclear receptor; HEK293 GAL4-hgDAF12 UAS-luciferase reporter, agonist luminescence; normalized to butyrate control; activation, % at 6.8 µM; 1.8% of 370,000 active; AID 687014;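 active = activation above a cutoff set at the mean of all screened compounds plus 3 SD, cut at about 10% in these data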;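 note: 0% = DMSO wells and 100% = sodium butyrate wells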
# DAX1 inh-2 = inhibitors of DAX1 repression of SF-1 activated StAR promoter; HEK293T StAR-luciferase reporter, SF-1/DAX-1 repression relief; inhibition, % at 6.8 µM; 1.1% of 370,000 active; AID 652010;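 active = inhibition above the mean over all tested compounds plus 3 SD, cut at about 3.6% in these data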;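 note: 0% = DAX-1 cells with DMSO and 100% = cells lacking DAX-1 with DMSO; higher inhibition means more luminescence from relief of DAX-1 repression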
# SMARCA2 act = SMARCA2 function activation, primary screen. MG213 cells, MMTV-luciferase reporter, dexamethasone, overnight. activation, % at 9.1 µM. 1% of 370,000 active. AID 652017; in the data active = activation above about 7.8%;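 note: 0% = vehicle wells and 100% = reference activator wells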
# ADAM17 inh = ADAM17 inhibition, QFRET primary screen | P78536 | recombinant ADAM17, EDANS/DABCYL FRET peptide cleavage | inhibition, % at 6.95 µM | 0.83% of 370,000 active | AID 720648;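 active = inhibition above the mean of compounds lying between control limits plus 3 SD, set per campaign, cut at about 8.5% in these data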;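 note: 0% = DMSO-only wells as the low control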
# hcDAF12 agonist = H. contortus DAF-12 activation, primary screen | HEK293 hcDAF-12 lit1-tk-luc reporter, luminescence; 0% DMSO, 100% Δ7-dafachronic acid | activation, % at 6.8 µM | 1.4% of 370,000 active | AID 652067;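 active = activation above the mean of all tested compounds plus 3 SD, cut at about 5.5% in these data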;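 note: 100% = response to 3 µM Δ7-dafachronic acid high control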
# ssDAF-12 act = S. stercoralis DAF-12 activation, primary screen | HEK293 ssDAF-12/GRIP1 lit1-tk-luc reporter, luminescence; % of 3 µM dafachronic acid response | activation, % at 6.8 µM | 1% of 370,000 active | AID 652126;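 active = activation above the mean over all tested compounds plus 3 SD, cut at about 0.9% in these data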;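 note: 0% = DMSO-only wells and 100% = 3 µM delta7-dafachronic acid wells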
# * marks the source's active call; other numbers are inactive results; . = not tested or not shown.
SMILES,GAA850 FXN act,DAX1 inh-1,GC-A act,PG9 Ab binder,ADAM10 inh,hgDAF-12 ag,DAX1 inh-2,SMARCA2 act,ADAM17 inh,hcDAF12 agonist,ssDAF-12 act
O=C(CCN1C(=O)c2ccccc2S1(=O)=O)Nc1ccc(F)cc1F,-1.5,-0.1,4,-1.2,1,-0.3,0.0,0,1,1.2,-1.4
COc1ccc(-n2ccnc2SCC(=O)NCc2ccco2)c(OC)c1,-1.4,-0.1,3,-1.2,0,3.0,-0.1,1,-1,-1.1,-1.2
Cc1ccc(SC2CC(=O)N(c3ccc4c(c3)OCCO4)C2=O)cc1 (stereo not given),-0.8,0.1,0,-3.0,10,-0.2,-0.6,3,-3,-0.4,0.1
COc1cccc(NC(=S)NC(=O)/C=C/c2ccc(F)cc2)c1,2.9,1.4,-4,0.3,-5,2.9,0.3,-2,-1,1.4,-1.4
O=C(O)c1ccccc1C(=O)N1CC=C(c2ccccc2)CC1,-2.6,-0.5,5,-0.7,-32,-4.7,-1.1,-1,-12,-2.6,-1.9
O=C(CCSc1ccc(Cl)cc1)NC1CCCCC1,5.0,-0.2,-3,1.9,12,1.6,-0.1,3,-2,2.9,-0.7
COc1ccc2c(c1)C(=O)CCC2c1ccccc1 (stereo not given),0.2,2.0,2,2.8,-54,0.5,-0.2,-1,-21,-1.9,-1.3
COc1ccc(CN(CC(=O)NC2CCCCC2)C(=O)CCCC(=O)Nc2ccccn2)cc1,0.5,1.6,-4,-2.3,2,-2.2,0.0,0,-1,3.0,-0.4
Cc1ccc(S(=O)(=O)CC(=O)N2CCN(c3ccc([N+](=O)[O-])cc3)CC2)cc1,3.7,-0.4,-5,-0.1,-1,-2.5,-2.7,-4,2,-1.8,-1.9
Cc1nc(-c2cccc(NS(C)(=O)=O)c2)cs1,1.5,2.4,5,0.9,-7,2.0,0.0,1,-2,-1.4,-2.2
Cc1ccc(NC(=O)CSc2nnc(CNC(=O)c3ccco3)n2C)cc1C,-0.8,1.6,1,0.6,1,0.3,-0.7,-2,-3,-0.6,-1.1
C[C@H]1COC(=O)[C@@H](Cc2ccc(F)cc2)C/C=C\C[C@@H](CC(=O)NCCO)C(=O)N1,2.6,1.0,2,1.6,-3,-0.1,-0.4,1,-4,0.2,-0.8
CC(=O)N1CCN(c2ccc([N+](=O)[O-])c(-n3nc(C)cc3C)c2)CC1,-2.4,0.1,-1,-2.1,4,-2.7,0.8,3,2,0.1,-1.3
COc1ccc(-c2ccc3c(n2)CCCN3S(=O)(=O)c2ccccc2C)cc1,.,.,2,-1.3,-4,-2.8,-2.3,-6,1,-2.5,-1.7
CC1(C)CC(=O)C2=C(C1)N(N1CCOCC1)C(N)=C(C#N)C2c1cccs1 (stereo not given),0.4,0.3,4,-0.9,-12,-1.7,0.1,-3,1,-3.0,-1.7
O=C(N=C1SC2CS(=O)(=O)CC2N1c1ccccc1)C1CCCCC1 (stereo not given),1.3,-0.2,3,-1.0,0,0.1,1.2,-2,-1,0.4,-0.9
Cc1ccc(C(CNS(=O)(=O)c2ccc(Br)cc2)N2CCN(C)CC2)cc1 (stereo not given),-0.1,0.8,-12,-1.4,-2,-2.2,1.3,-2,0,-0.1,-1.1
N#Cc1ccc(NC(=O)CN2C(=O)NC(Cc3ccccc3)C2=O)cc1 (stereo not given),0.0,-0.9,2,-0.9,-6,-1.9,-0.4,-5,-4,-1.6,-1.2
CCCn1c(SCC(=O)Nc2ccc(NC(C)=O)cc2)nc2c1c(=O)n(C)c(=O)n2C,-1.2,0.6,-1,0.8,-4,1.0,0.0,-2,-5,-2.4,-1.2
CC1CCN(C(=O)c2ncn3c2c(=O)[nH]c2cccnc23)CC1,0.7,1.3,2,-2.4,-10,-2.0,-1.5,6,-5,-0.7,-0.4
Cc1oc2ccc(OCc3ccc(Br)cc3)cc2c1C(=O)O,0.2,1.0,-6,-0.7,-5,0.7,-0.2,-1,-1,1.1,-1.0
CCN(CC)S(=O)(=O)c1cccc(C(=O)NC(C(=O)NCCc2ccccn2)C(C)C)c1 (stereo not given),-2.7,-0.3,1,-0.5,-2,-0.4,0.0,2,0,-1.2,-1.6
CON=C1CCN(c2ncc(C(F)(F)F)cc2Cl)CC1,-0.7,0.4,7,-3.0,3,3.3,0.3,0,-3,-0.2,-1.2
Cn1c(N)c(C(=O)COC(=O)c2ccc3ccccc3c2)c(=O)n(C)c1=O,-1.6,2.1,5,1.3,-14,-2.2,-0.2,-1,-2,-1.5,-1.0
c1ccc2c(CN3CCOCC3)csc2c1,-1.0,-0.2,2,-2.8,4,-1.6,-0.5,-3,1,-2.1,-1.2
# (listing goes on)
SMILES,GAA850 FXN act,DAX1 inh-1,GC-A act,PG9 Ab binder,ADAM10 inh,hgDAF-12 ag,DAX1 inh-2,SMARCA2 act,ADAM17 inh,hcDAF12 agonist,ssDAF-12 act
CSc1ccccc1NC(=O)COC(=O)c1cnc(C)cn1,1.6,0.4,-1,-0.6,-12,3.2,1.3,-4,-1,-0.8,-1.1
COC(=O)C/C=N/N=C1/NC(=O)/C(=C/C(=O)O)S1,-2.1,2.4,-1,-2.2,3,-1.6,-0.1,-2,-2,-0.8,-1.3
O=C(Cn1cc(S(=O)(=O)Cc2ccccc2F)c2ccccc21)N1CCOCC1,-1.7,0.2,-1,-0.1,10,11*,-0.3,2,-2,0.0,-1.0
O=C(N/N=C/c1cc([N+](=O)[O-])ccc1Cl)c1ccc2nc[nH]c2c1,-2.5,0.8,-2,0.2,2,-1.9,0.2,-2,-4,1.2,-0.6
CCOC(=O)c1sc(NC(=O)CSc2ncn(-c3ccccc3)n2)nc1C,3.3,-0.7,-2,0.2,3,-0.8,0.4,-1,4,-2.2,-1.1
COc1cccc(CN(C)C(=O)c2cccc(S(=O)(=O)NCc3ccccc3)c2)c1OC,4.5,-0.7,-2,1.7,-11,-0.6,-2.2,-2,-2,-0.2,-1.3
CN1CCN(c2ccc3c(c2)Oc2ccccc2CN(Cc2cn(Cc4ccc(F)cc4)nn2)S3(=O)=O)CC1,.,.,0,.,0,-0.8,-1.5,0,0,0.6,-0.2
CC(C)CCN1C(Nc2ccccc2)=NC[C@@H]1C,-0.4,0.7,-1,1.8,0,0.2,-0.1,0,0,-0.4,-0.3
CSc1ccccc1NC(=O)c1ccc([N+](=O)[O-])cc1,-1.3,-0.1,5,2.0,1,0.9,0.2,-2,2,-2.1,0.2
CCCCNC(=O)c1nc(C2CCN(S(=O)(=O)c3c(F)cccc3F)CC2)oc1-c1cccc(C(F)(F)F)c1,.,.,-2,-0.3,-3,2.7,0.4,-3,5,-0.4,-0.8
CCCNCc1cc(OC)c(OCC(=O)Nc2ccccc2)cc1Br,-2.2,0.2,3,-3.0,3,0.6,1.1,-2,1,1.8,-0.8
COc1ccc(NC(=O)c2cn(-c3ccccc3)nc2-c2ccncc2)cc1,4.7,-0.1,1,-0.9,-6,1.2,-1.5,-3,-1,-2.1,-1.5
O=C(c1ccc(NS(=O)(=O)c2ccccc2)cc1)N1CCN(Cc2ccc3c(c2)OCO3)CC1,-0.8,-0.8,2,11*,2,-0.5,-1.4,-1,2,-2.0,-1.4
CC(=O)Nc1ccc(NC(=O)CSc2n[nH]c(-c3cccs3)n2)cc1,-1.0,1.4,0,2.1,-4,-0.7,1.0,-2,-3,1.9,-0.6
CN1CCN(c2oc(-c3cccs3)nc2S(=O)(=O)c2ccccc2)CC1,1.7,0.1,-1,-2.5,-10,-2.1,-0.5,-3,-2,-1.0,-1.5
Cc1nn(C)cc1S(=O)(=O)N1CCN(c2cccc(Cl)c2)CC1,-0.2,0.6,-2,-3.7,3,-0.5,1.2,1,-3,0.0,-1.0
CC(=O)Nc1ccc(C2=NN(C)C(=NCc3ccccc3)SC2)cc1,4.1,-1.1,-3,-1.3,-3,-0.1,-1.4,-3,0,-1.1,-1.8
O=C(CN1C(=O)S/C(=C/c2ccc(N3CCOCC3)cc2)C1=O)N1CCOCC1,4.7,0.4,0,-4.5,-14,5.1,1.0,-1,-1,5.4,-1.3
COc1cccc(C(=O)N2CCN(C3CCC(c4ccccc4)CC3)CC2)c1 (stereo not given),2.7,-0.5,-3,-1.9,2,-3.3,-1.2,1,-1,-2.9,-0.9
C/C(=N\N=c1/sc2ccccc2n1C)c1ccccn1,2.3,1.1,0,-1.6,1,10.0,0.3,8.1*,-1,4.6,-0.9
CCOC(=O)C1CCN(CCC(=O)Nc2ccc(Br)cc2)CC1,2.0,3.6,0,0.7,0,-0.8,0.0,-2,-5,0.4,-1.6
COc1ccc(C2/C=C\CN(Cc3ccncc3)CC(=O)N2Cc2ccc(F)cc2)cc1 (stereo not given),1.5,-0.2,-3,0.8,-7,-0.8,-0.3,-1,-6,-0.1,-1.1
COc1ccc(-c2cccc(NC(=O)c3cccs3)c2)nn1,1.3,-1.6,1,-1.8,1,-0.8,-3.8,-3,-1,-2.0,-1.5
CC1=CCC2C(=O)N(c3nc(C)cc(C)n3)C(=O)C2C1 (stereo not given),-0.6,-1.5,4,-0.8,-2,-1.8,-0.3,-3,0,-2.1,-0.7
Cc1nn(-c2ccc(F)cc2)c(C)c1CN1CCN(Cc2ccccc2)C(CCO)C1 (stereo not given),0.0,1.1,-4,2.4,-2,-2.8,-0.5,-3,-4,0.1,-1.2
# The listing continues:
SMILES,GAA850 FXN act,DAX1 inh-1,GC-A act,PG9 Ab binder,ADAM10 inh,hgDAF-12 ag,DAX1 inh-2,SMARCA2 act,ADAM17 inh,hcDAF12 agonist,ssDAF-12 act
CCOc1ccc(N2C(=O)c3cccnc3C2=O)cc1,0.6,0.0,-1,-4.3,2,-0.8,0.2,2,0,-0.7,-1.2
O=C(Nn1c(O)c(C=C2N=c3ccccc3=N2)sc1=S)c1ccccc1Cl,0.6,0.0,3,-1.6,-19,-0.1,0.7,-1,-4,1.5,-1.0
O=C(NCc1cccc(C(F)(F)F)c1)c1cc(Cl)ccc1Cl,-0.8,-1.2,-2,-2.3,-2,0.6,-1.3,0,4,-4.2,-2.3
COc1ccc(N/C=C/C(=C(C#N)C#N)N(C)C)cc1,3.8,.,2,-3.0,4,-0.6,0.3,0,0,-0.2,-0.8
Cc1ccc(N2CC(C(=O)N(C)CC(=O)Nc3ccc(Cl)c(C(F)(F)F)c3)CC2=O)cc1 (stereo not given),0.7,-1.1,-9,-1.0,-10,0.9,0.2,-3,-3,-0.5,-1.1
COc1ccccc1OCCC(=O)OCC(=O)Nc1ccc(Br)cc1,1.5,0.2,-2,0.6,0,0.7,-0.7,-1,-2,-0.4,-1.2
O=C(NNC(=O)C1CC1)Nc1ccc(Cl)cc1,-1.6,1.2,2,-1.9,0,-0.8,1.8,4,2,2.0,-0.9
Cc1cc(C(=O)COC(=O)c2cccnc2Cl)c(C)n1CC1CCCO1 (stereo not given),-13,-2.5,-2,-1.6,-2,-9.6,-2.5,-7,-6,-3.7,-2.8
Cc1cccc[n+]1CC(=O)c1ccc([N+](=O)[O-])cc1,0.8,0.0,-1,-2.2,0,-2.3,0.0,4,-4,-0.2,-2.2
Cc1nn(C(C)(C)C)c(OC(=O)c2ccc3c(c2)OCO3)c1Sc1ccccc1,0.7,-0.1,-6,1.1,-8,2.8,-0.1,-4,-1,-2.0,-0.7

# This is a random part of the collection. About 6.8% of those tested had a hit in this group.
